DAGLB inhibitor: blocks human DAGLB lipase activity | Q8NCG7 | HEK293T DAGLB membrane lysate, EnzChek fluorogenic substrate | inhibition, % at 5.17 µM | actives 0.059% (n = 340,000) | AID 504411; in the data active = inhibition above about 34%;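 also: 0% = enzyme with vehicle and 100% = wells lacking enzyme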
Target sequence (Q8NCG7 whole entry, looked up): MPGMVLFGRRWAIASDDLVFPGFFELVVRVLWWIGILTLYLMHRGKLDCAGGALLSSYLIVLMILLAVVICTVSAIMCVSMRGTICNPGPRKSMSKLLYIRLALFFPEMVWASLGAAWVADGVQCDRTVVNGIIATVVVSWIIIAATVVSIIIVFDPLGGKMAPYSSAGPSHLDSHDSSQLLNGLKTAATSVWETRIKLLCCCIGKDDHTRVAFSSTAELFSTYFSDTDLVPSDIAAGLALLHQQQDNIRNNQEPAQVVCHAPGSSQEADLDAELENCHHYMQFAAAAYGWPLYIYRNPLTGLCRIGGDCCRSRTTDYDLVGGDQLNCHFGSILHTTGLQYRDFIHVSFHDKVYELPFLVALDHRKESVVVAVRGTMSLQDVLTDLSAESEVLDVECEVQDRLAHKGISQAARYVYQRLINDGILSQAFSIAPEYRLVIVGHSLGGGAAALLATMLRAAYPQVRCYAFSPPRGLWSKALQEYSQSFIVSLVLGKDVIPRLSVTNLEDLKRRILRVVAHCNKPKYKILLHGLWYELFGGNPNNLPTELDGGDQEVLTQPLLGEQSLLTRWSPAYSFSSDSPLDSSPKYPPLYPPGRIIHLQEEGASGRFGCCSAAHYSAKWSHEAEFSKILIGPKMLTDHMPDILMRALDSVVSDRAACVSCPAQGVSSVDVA
PKA-R2B activ: activators of human PKA-R2B complex. P22694+P31323. PKA-R2B holoenzyme dissociation, Cy5-IP20 fluorescence polarization; R2B truncated from residue 108, S112A mutant; 0% DMSO only, 100% 113 µM cGMP. activation, % at 11.4 µM. actives 0.079% (n = 340,000). AID 504700;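 active = activation above a cutoff set at the mean over all compounds plus 3 SD, cut at about 18% in these data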;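 also: higher means more holoenzyme dissociation and a rise in polarization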
Target sequence (P31323 whole entry, looked up, other chains not shown, the tested form may be a part): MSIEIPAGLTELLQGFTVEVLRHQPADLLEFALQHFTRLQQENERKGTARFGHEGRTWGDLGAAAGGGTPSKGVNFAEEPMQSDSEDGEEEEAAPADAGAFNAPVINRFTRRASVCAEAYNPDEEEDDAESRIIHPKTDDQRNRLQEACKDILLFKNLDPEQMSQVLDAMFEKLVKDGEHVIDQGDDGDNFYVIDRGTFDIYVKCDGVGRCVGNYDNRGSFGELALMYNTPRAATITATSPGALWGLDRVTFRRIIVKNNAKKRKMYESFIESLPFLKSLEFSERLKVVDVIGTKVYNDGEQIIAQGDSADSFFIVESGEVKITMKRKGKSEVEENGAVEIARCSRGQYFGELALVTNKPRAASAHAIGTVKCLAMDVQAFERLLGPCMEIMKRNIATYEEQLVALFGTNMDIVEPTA
phage Ecoli inh: E. coli growth loss with phage present; growth absorbance; inhibition, % at 11.9 µM; actives 0.26% (n = 360,000); AID 651602; in the data active = inhibition above about 11%
PKA-R1A act: PKA-R1A complex activation. activation, % at 11.4 µM. actives 0.083% (n = 340,000). P00514+P68181. PKA-R1A dissociation, Cy5-IP20 fluorescence polarization; scaled: DMSO 0%, 113 µM cGMP 100%;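 active = percent activation above the mean of all tested compounds plus 3 SD, cut at about 19% in these data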;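 also: higher means more PKAc released from R1A so a rise in polarization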
Active calls of the source: *.

DAGLB inhibitor	PKA-R2B activ	phage Ecoli inh	PKA-R1A act	SMILES
1.1	0.3	0.7	-12.1	CCCCN1C(=O)C(CC(=O)NCCN2CCOCC2)CC(C(=O)N(C)C)=C1C (centres undefined)
-1.4	-1.6	-1.0	-7.7	C[C@@H]1CN([C@H](C)CO)C(=O)CCCn2nncc2CO[C@H]1CN(C)Cc1cccc2c1OCCCO2
-0.5	-6.8	3.3	3.2	O=C1CN(C(=O)COC(=O)c2cc(Cl)ccc2[N+](=O)[O-])c2ccccc2N1
1.8	-1.6	1.7	8.3	CC(=O)n1cc(C2CC(=O)OC3=C2CC(=O)C(C)(C)C3)c2ccccc21 (centres undefined)
-17.6	4.0	0.2	1.5	Cc1ccc(S(=O)(=O)N2C[C@H]3C(=O)C[C@@H](c4cccc(Cl)c4)N(S(=O)(=O)c4ccc(C)cc4)[C@H]3C[C@H]2c2cccc(Cl)c2)cc1
0.6	-12.0	-0.1	-19.5	CCCCCCNC(=O)OC12CN(C(=O)OC(C)C)N(C(=O)OC(C)C)CC1(O)CN(S(=O)(=O)c1ccc(C)cc1)C2 (centres undefined)
-1.9	-0.6	2.8	-3.5	CCCCN1C(=O)C(CC(=O)NC2CCCCC2)CC(C(=O)N(CC)CC)=C1C (centres undefined)
-1.1	-0.9	2.5	-5.4	CSc1cccc(CNC(=O)C2CCC(=O)N(CCc3ccccc3)C2)c1 (centres undefined)
-5.6	-16.8	0.3	-7.7	COc1ccc(Cl)cc1NC(=O)CN(C)C(=O)c1cn(-c2ccccc2)nc1-c1cccs1
-0.1	7.1	0.9	1.9	C[C@@H]1CN([C@@H](C)CO)C(=O)CCCn2cc(nn2)CO[C@H]1CN(C)S(=O)(=O)c1ccc(-c2ccccc2)cc1
-3.0	4.5	2.9	7.8	O=C1NC(Cc2ccc(O)cc2)c2nc3cc(F)ccc3c(=O)n2-c2ncccc21 (centres undefined)
0.0	-12.1	3.4	-1.0	C[C@H](CO)N1C[C@H](C)[C@H](CN(C)C(=O)c2ccccn2)Oc2ncc(Br)cc2C1=O
-0.5	-0.6	1.4	-8.8	CCCCCC(=O)N1C[C@@H](O)[C@H](n2cc(C3CC3)nn2)C[C@@H]1c1ccc(Cl)cc1
0.0	-8.7	1.9	-11.6	CC1CCCC(C)N1CCCNC(=O)C1CCCN(S(=O)(=O)N2CCCCC2)C1 (centres undefined)
-6.7	-6.9	0.1	-0.8	O=S(=O)(Nc1ccc2c3c(cccc13)CC2)c1ccccc1

The listing continues.
DAGLB inhibitor	PKA-R2B activ	phage Ecoli inh	PKA-R1A act	SMILES
-2.7	0.1	3.6	1.7	COc1ccc([C@H]2C[C@@H](n3cc(-c4ccc(F)cc4)nn3)[C@H](O)CN2C(=O)C2CCCCC2)cc1
-0.8	-1.7	1.8	-2.2	COc1ccc(C#Cc2cnc3c(c2)C(=O)N([C@@H](C)CO)C[C@@H](C)[C@@H](CN(C)CC2CCOCC2)O3)cc1
-6.2	4.5	1.9	6.2	O=C(OCc1ccccc1)C1CCN(S(=O)(=O)c2cccs2)CC1
-3.1	-4.0	0.5	-7.3	O=C(COc1ccc(Br)cc1)N(Cc1nnc(-c2ccccc2Cl)o1)C1CC1
-2.0	-10.2	1.1	-29.0	COc1cc(CNC(=O)C2CC(O)CN2C(=O)Nc2ccccc2)cc(OC)c1OC (centres undefined)
1.2	8.7	1.0	4.5	COC(=O)[C@@H](NS(=O)(=O)c1cc(Br)ccc1Br)C(C)C
-2.5	-3.0	1.5	-4.9	C[C@@H]1CN([C@H](C)CO)C(=O)CCCn2nncc2CO[C@@H]1CN(C)C(=O)Nc1cccc2ccccc12
-2.0	-10.9	5.5	-3.5	Cc1nn(CC(C)C)c(Cl)c1C(=O)N(C)CC(=O)Nc1ccc(Cl)cc1
-1.7	2.5	1.6	-12.6	Cc1[nH]c2ccccc2c(=O)c1CNCc1ccccc1
-2.6	-6.3	3.8	-3.4	O=C1CN(C(=O)CN2CCN(S(=O)(=O)c3ccccc3)CC2)c2ccccc2N1
0.0	1.7	0.8	-13.3	CCc1cc(-c2nnn(CCC3COCCO3)c2CC)cc(CC)c1-c1cn(CCc2c[nH]c3ccccc23)nn1 (centres undefined)
1.3	7.3	-0.2	-3.8	C[C@@H]1CN([C@@H](C)CO)S(=O)(=O)c2ccc(-c3ccc(C(=O)N(C)C)cc3)cc2O[C@@H]1CN(C)Cc1ccccc1C(=O)O
-4.2	3.8	2.7	-8.7	CC(=O)c1sc(NC(=O)CCc2ccccc2)nc1C
2.2	-12.0	3.6	13.8	CC(NS(=O)(=O)c1ccc2[nH]c(=O)[nH]c2c1)c1ccc(F)cc1 (centres undefined)
1.3	-8.3	1.0	-4.7	COCCNC(=S)N1CCC2CC1c1c(Cl)cccc12 (centres undefined)

Following part.
DAGLB inhibitor	PKA-R2B activ	phage Ecoli inh	PKA-R1A act	SMILES
3.7	-0.3	3.7	12.7	Cc1ccc2nc3n(c(=O)c2c1)-c1cc2ccccc2cc1C(=O)NC3Cc1ccccc1 (centres undefined)
1.8	-1.3	2.0	5.0	Cc1ccc(C(=O)NCC(=O)OCC(=O)N(CC(C)C)c2c(N)n(Cc3ccccc3)c(=O)[nH]c2=O)s1
-4.4	-7.3	6.3	-14.0	Cc1ccccc1OCCC(=O)Nc1ccc(S(=O)(=O)N2CCCC2)cc1
-1.8	0.8	3.0	-3.9	CC1=C(C(=O)N2CCOCC2)CC(CC(=O)NCc2cccc3ccccc23)C(=O)N1CCCN1CCCC1=O (centres undefined)
-0.3	-3.5	4.3	7.7	CCN(CC)C(=O)C1=C(C)N(Cc2ccccc2)C(=O)C(CC(=O)NCc2cccc3ccccc23)C1 (centres undefined)
-0.2	-2.4	2.2	0.4	CCOC(=O)N1CCN(C(=O)c2ccc3oc(CCc4ccccc4)nc3c2)CC1
-0.5	-15.1	2.6	0.9	CCOC(=O)C1=C(C)NC(C)=C(C(=O)OCC)C1c1ccc(OC)c(OC)c1
-2.3	4.4	-1.2	-0.5	C[C@@H]1CN([C@@H](C)CO)S(=O)(=O)c2ccc(-c3ccc(C#N)cc3)cc2O[C@@H]1CN(C)Cc1ccccn1
0.8	-6.5	-2.0	-8.8	O=C(CC1C(=O)NCCN1Cc1ccccc1)NC1CCCCC1 (centres undefined)
-1.4	0.9	0.8	4.6	CN(Cc1ccc2nsnc2c1)C(=O)C1CCC(=O)N(CCc2ccccc2)C1 (centres undefined)
-1.4	-1.4	2.4	0.9	CC(=O)NC1CC2CCCC(C1)N2C(=O)Nc1ccc(Cl)cc1 (centres undefined)
-2.0	-6.3	-0.9	-8.7	O=C(CSc1ncccn1)NC1CCCC1
-0.9	1.0	0.6	-2.5	c1ccc(C2=NCCCO2)cc1
-2.6	7.3	3.2	1.7	O=C(CSc1ccccc1F)NCC(c1ccco1)N1CCCCC1 (centres undefined)
-6.5	0.4	2.6	3.1	O=c1ccc2c(ccc3ncccc32)o1

Given as a markdown table: part of the list above.
| SMILES | DAGLB inhibitor | PKA-R2B activ | phage Ecoli inh | PKA-R1A act |
| --- | --- | --- | --- | --- |
| CN(Cc1ccc2nsnc2c1)C(=O)C1CCC(=O)N(CCc2ccccc2)C1 (centres undefined) | -1.4 | 0.9 | 0.8 | 4.6 |
| CC(=O)NC1CC2CCCC(C1)N2C(=O)Nc1ccc(Cl)cc1 (centres undefined) | -1.4 | -1.4 | 2.4 | 0.9 |

Next part:
DAGLB inhibitor	PKA-R2B activ	phage Ecoli inh	PKA-R1A act	SMILES
-1.8	-4.2	1.8	-10.2	O=c1c(N=Nc2ccccc2)c[nH]n1-c1ccccc1
-1.1	-1.4	4.1	-12.8	Cc1noc(C)c1NC(=O)N(C)C[C@H]1OCc2cn(nn2)CCCC(=O)N([C@@H](C)CO)C[C@@H]1C
2.0	-4.9	5.0	-5.2	COc1ccccc1S(=O)(=O)N(C)C[C@@H]1OCc2cn(nn2)CCCC(=O)N([C@@H](C)CO)C[C@H]1C
-2.6	4.2	1.3	-0.6	O=C(O)c1c(Cl)c(Cl)c(Cl)c(Cl)c1C(=O)OCC1CCCO1 (centres undefined)
-3.8	0.8	0.3	-3.7	O=C(NCC1CCCN1S(=O)(=O)c1cccs1)C(=O)Nc1ccccc1F (centres undefined)
-1.3	-9.8	-0.4	-1.7	CC(=O)N1C[C@H]2CON(C)[C@H]2C[C@H]1c1cccc(N2CCOCC2)c1
0.8	-7.9	1.8	-3.9	COc1ccc(S(=O)(=O)N2CCCC2CNC(=O)C(=O)NC2CCCC2)cc1 (centres undefined)
-2.4	9.8	1.1	4.8	CSC1=NN(c2ccccc2)CN(c2ccccc2)N1C
-4.2	3.2	2.7	12.6	C[C@@H]1CN([C@@H](C)CO)C(=O)c2cc(Br)cnc2O[C@@H]1CN(C)Cc1ccc(Oc2ccccc2)cc1
0.8	4.1	3.4	3.6	CC1CN(C(=O)CSc2nc(N)c(NC(=O)c3ccc(C(F)(F)F)cc3)c(=O)[nH]2)CC(C)O1 (centres undefined)
-5.5	5.9	2.3	-8.5	CC(C)(C)c1ccc(C(=O)O/N=C(\N)Cc2cccs2)cc1
-1.7	10.6	2.5	-4.6	N#Cc1cnc(=S)n(-c2cc(C(F)(F)F)cc(C(F)(F)F)c2)c1N
-1.7	-3.0	1.7	-0.1	CCC/C=C/c1ccc(CN2C(C)C(=O)N(Cc3cn(CCC4OCCCO4)nn3)CCS2(=O)=O)cc1 (centres undefined)
1.2	0.4	0.9	2.1	O=C(NNC(=O)C1CCC1)c1ccc(F)cc1
-6.4	10.3	2.5	8.7	COc1ccc(C)cc1NC(=O)COC(=O)c1c(-c2ccccc2)noc1C

Five records picked at random from the list so far:
DAGLB inhibitor	PKA-R2B activ	phage Ecoli inh	PKA-R1A act	SMILES
-6.4	10.3	2.5	8.7	COc1ccc(C)cc1NC(=O)COC(=O)c1c(-c2ccccc2)noc1C
0.8	-7.9	1.8	-3.9	COc1ccc(S(=O)(=O)N2CCCC2CNC(=O)C(=O)NC2CCCC2)cc1 (centres undefined)
-1.7	10.6	2.5	-4.6	N#Cc1cnc(=S)n(-c2cc(C(F)(F)F)cc(C(F)(F)F)c2)c1N
-5.5	5.9	2.3	-8.5	CC(C)(C)c1ccc(C(=O)O/N=C(\N)Cc2cccs2)cc1
2.0	-4.9	5.0	-5.2	COc1ccccc1S(=O)(=O)N(C)C[C@@H]1OCc2cn(nn2)CCCC(=O)N([C@@H](C)CO)C[C@H]1C

(next part)
DAGLB inhibitor	PKA-R2B activ	phage Ecoli inh	PKA-R1A act	SMILES
-53.9	-0.1	2.3	-7.2	CCN1C(=O)C(=CC=CN(C)c2ccccc2)SC1=S
-1.2	9.4	-1.3	2.8	CC(C)CC1C(=O)N(Cc2cn(CCC3OCCO3)nn2)CCS(=O)(=O)N1Cc1ccc(-c2ccc(F)nc2)cc1 (centres undefined)
-0.3	6.3	1.0	-5.6	CCOC(=O)C(=O)NCC1CCCN1S(=O)(=O)c1cccs1 (centres undefined)
-0.3	-12.4	0.9	3.4	COc1cc(NC(=O)CN2CCN(C(=O)c3ccco3)CC2)c(C)cc1[N+](=O)[O-]
-1.1	1.4	3.7	6.8	COc1cc2ccc(C(C)=NOC(C)=O)cc2cc1OC
-6.5	0.6	12.6*	-0.3	Cc1cccc(NC(=O)COC(=O)c2c(-c3ccccc3)noc2C)c1
2.4	0.1	1.0	-6.9	COc1cccc(CN(C)CCCn2cnc3c(SC)ncnc32)c1
0.7	10.4	0.2	-2.4	C[C@@H]1CN([C@@H](C)CO)C(=O)CCCn2nncc2CO[C@@H]1CN(C)C(=O)Nc1cccc(Oc2ccccn2)c1
-3.1	-0.1	2.1	-0.5	CCc1ccc(NC(=O)C(C)OC(=O)Cn2[nH]c(=O)c3ccccc3c2=O)cc1 (centres undefined)
-4.0	-8.3	2.1	10.6	C[C@@H]1CN([C@H](C)CO)C(=O)CCCn2nncc2CO[C@H]1CN(C)S(=O)(=O)c1cn(C)cn1
-0.1	-3.9	2.7	3.9	COc1ccc(-c2cc3nc(-c4ccccc4)cc(N4CCN(C(=O)c5ccoc5)CC4)n3n2)cc1
0.9	-4.5	2.9	5.3	C[C@H](O)CNC(=O)c1[nH]cnc1C(=O)Nc1ccc(CNC(=O)OC(C)(C)C)cc1
0.6	9.8	3.6	0.0	COc1ccccc1CCc1nnc(CCC(=O)NCCC2CCCCO2)o1 (centres undefined)
-1.0	-10.2	2.6	1.0	CC(=O)Oc1cccc(C2=CC(=O)CC(C)(C)C2=O)c1
-7.8	-10.2	3.7	13.1	CCOc1ccccc1NC(=O)C1C(c2ccccc2)C1(Cl)Cl (centres undefined)

More structures.
DAGLB inhibitor	PKA-R2B activ	phage Ecoli inh	PKA-R1A act	SMILES
-0.7	1.0	2.4	2.5	COc1ccc(Cc2noc(=O)[nH]2)cc1
-0.6	3.4	3.1	-2.6	C[C@H](CO)N1C[C@H](C)[C@@H](CN(C)C(=O)Nc2ccc3c(c2)OCCO3)OCc2cnnn2CCCC1=O
-2.9	1.8	2.9	8.7	CC(=O)N(C(C)=O)c1ccc2c(c1)OCCO2
-1.8	-1.4	1.9	-3.3	C[C@H]1CCCCO[C@H](CN(C)Cc2ccccc2)[C@@H](C)CN([C@@H](C)CO)C(=O)c2cc(NC(=O)CCC(F)(F)F)ccc2O1

High-throughput results from PubChem BioAssay.

These rows are one share of the data; count on the stated rates, not on these rows.
